# ER stress surv: ER stress cell death inhibition; CSM14.1 thapsigargin ER stress survival, ATP luminescence; relative survival (cellular ATP), % at 15 µg/mL (by protocol); hit rate 0.33% among 48,000;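 active means survival measured by cellular ATP above 50% at 15 µg/ml in the first screen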;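 further: cell death triggered by about 15 µM thapsigargin; ATP read 24 h after thapsigargin was added; plate controls were thapsigargin with DMSO for no effect and DMSO without thapsigargin for full effect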
# Numbers without * were called inactive. The list is partial (hit frequency here may not be typical).
molecule	ER stress surv
O=C1Oc2ccccc2N/C1=C/c1ccccc1	5
O=C(c1ccccc1)N1CCN(Cc2cccc(Oc3ccccc3)c2)CC1	59*
CCN(CC)c1ccc(/C=N/NC(=O)c2nonc2N)c(OCc2ccc(Cl)cc2Cl)c1	13
COc1ccc(CCN=Cc2c(O)[nH]c(=O)[nH]c2=O)cc1	6
CCOC(=O)c1c(-c2ccc(C)cc2)csc1NC(=S)NC(C)=O	1
CC(C)CC(=O)N1CCN(C(=O)COc2ccc3ccccc3c2)CC1	-3
O=C1CC(c2ccccc2Cl)CC2=C1C(c1cccs1)Nc1ccccc1N2 (stereo unspecified)	-1
O=C(NC(NC(=S)Nc1ccccc1I)C(Cl)(Cl)Cl)c1ccccc1F (stereo unspecified)	1
COc1ccc(C(=O)N/C(=C\c2cccc([N+](=O)[O-])c2)C(=O)NCC(C)C)cc1	1
CCOC(=O)c1c2c(n(C)c1CO)C(=O)C(=O)c1ccc(Br)cc1-2	-4
O=C1c2cccc3c(Br)ccc(c23)C(=O)N1Nc1ccccc1	5
Cc1ccccc1NC(=O)c1c(NC(=O)c2cccc(Cl)c2)sc2c1CCCC2	6

# 2 compounds picked at random from the list so far, as already listed:
molecule	ER stress surv
COc1ccc(CCN=Cc2c(O)[nH]c(=O)[nH]c2=O)cc1	6
CCN(CC)c1ccc(/C=N/NC(=O)c2nonc2N)c(OCc2ccc(Cl)cc2Cl)c1	13

# Following part:
molecule	ER stress surv
Cc1onc(-c2ccccc2)c1C(=O)Nc1ccc([N+](=O)[O-])cc1Br	4
COc1ccc(N(CC(=O)Nc2ccc(Br)cc2)S(C)(=O)=O)c(OC)c1	8
CC(=O)c1ccc(NC(=O)CSc2nc3ccc([N+](=O)[O-])cc3s2)cc1	3
COc1ccccc1NC(=O)c1ccccc1NC(=O)c1ccccc1C	1
CCN1C(=O)/C(=C/c2ccc(C)o2)C(=O)NC1=S	5
COC(=O)c1ccccc1NC(=O)c1nn(C)cc1[N+](=O)[O-]	11
O=C1C(=O)N(Cc2cccnc2)C(c2ccccc2Cl)/C1=C(\O)c1ccccc1 (stereo unspecified)	11
COC(=O)c1ccc(NC(=O)C(=O)NCCCN(C)C)cc1	-1
CC(=O)Nc1ccc(S(=O)(=O)Nc2cccc(C(=O)Nc3ccccc3C(=O)O)c2)cc1	-7
CC(Sc1ccc(Cl)cc1)C(=O)NC(C)c1ccccc1 (stereo unspecified)	4
O=C(CCCSc1nc2sc3c(c2c(=O)[nH]1)CCCC3)NCCO	5
COc1ccc(C(=O)/C=C/c2ccc3c(c2)OCO3)cc1	-4

# Carrying on.
molecule	ER stress surv
Cc1ccc(-c2nn(-c3ccccc3)cc2/C=C2\SC(N)=NC2=O)cc1	-1
COc1ccc(-n2c(O)c(C=Nc3ccccc3OC)c(=O)[nH]c2=O)cc1	-3
CCN1C(=O)/C(=C/c2ccc(N3CCCC3)cc2)C(=O)NC1=S	-2
O=C(NCCOc1ccccc1F)c1ccc(CSc2ccc(Cl)cc2)cc1	1
CCc1ccc(OCc2nnc(N)s2)cc1	1
O=C(O)CCC(=O)N1N=C(c2ccc([N+](=O)[O-])cc2)CC1c1ccc(Br)cc1 (stereo unspecified)	3
COc1ccc(CC(=O)Nc2sc3c(c2C#N)CCCC3)cc1OC	2
CN(C)CCCNC(=O)c1ccc(N(C)S(=O)(=O)c2ccccc2)cc1	-1
Cc1ccc(-n2[nH]c(C)c(C=Nc3ccc(S(=O)(=O)Nc4nccs4)cc3)c2=O)cc1	-2
COc1cc(/C=C(\C#N)c2ccc([N+](=O)[O-])cc2)ccc1O	-13
COc1ccc(S(=O)(=O)N2CCN(CCN3C(=O)c4cccc5cccc(c45)C3=O)CC2)cc1	5
COc1ccc(CCNc2nc3c(c(=O)n(C)c(=O)n3C)n2C)cc1OC	3

# Next part:
molecule	ER stress surv
CCN(CC)c1ccc(NC(=O)c2ccc(F)cc2)cc1	4
CCCCOc1ccc(S(=O)(=O)n2cnc3ccccc32)cc1	0
COc1cc(C(O)c2nc3ccccc3n2C(C)C)cc(OC)c1OC (stereo unspecified)	1
COc1ccc(C2CC(=O)C3=C(C2)Nc2ccccc2NC3c2ccccc2)cc1 (stereo unspecified)	19
Cc1ccc(S(=O)(=O)N2CCC(O)CC2C)cc1 (stereo unspecified)	-2
S=c1[nH]nc(-c2ccccc2)n1C1CCCCC1	9
CC(=O)Nc1ccc(N2Cc3ccccc3C2)cc1	12
CCC(=O)Nc1ccc(C(=O)Nc2c[nH]c(=O)[nH]c2=O)cc1	7
CCOc1cc(/C=C/C(=O)O)cc(I)c1OCC	5
O=C(Oc1ccc(/C=c2/sc3nc4ccccc4n3c2=O)cc1)c1ccc(Br)cc1	8
Oc1c(Br)cc2oc3c(c2c1/C=N/c1ncn[nH]1)CCCC3	1
COc1cccc(NC(=O)COc2cc(C)c(Cl)c(C)c2)c1	2

# Next part.
molecule	ER stress surv
Cc1cc(N2C(=O)NC(=O)/C(=C\c3cccc(O)c3)C2=O)ccc1Br	0
O=C(NCc1ccccc1)C1CC(=O)N(c2ccc(Cl)cc2)C1 (stereo unspecified)	-1
O=C(/C=C/Nc1cc(Cl)ccc1O)c1cccs1	-2
COCCNCC(=O)C12CC3CCC(CC(C3)C1)C2	1
O=C(/C=C/c1ccc(-c2cc(Cl)ccc2Cl)o1)c1ccc(F)cc1	-4
Cc1cc(C)c(S(=O)(=O)Nc2cc(C(F)(F)F)ccc2Cl)c(C)c1	-1
O=C(Nc1ccc(-c2nc3ccccc3[nH]2)cc1)c1cccc(Br)c1	3
COc1ccc(C2CC(=O)C3=C(C2)Nc2ccccc2NC3c2ccc(O)cc2)cc1OC (stereo unspecified)	8
CCOc1ccccc1-c1nc(SCC(N)=O)n[nH]1	11
COc1cc(C(=O)NC2CCCCC2)cc(OC)c1OC	-1
O=C1/C(=C\c2cc([N+](=O)[O-])ccc2Cl)SC(=S)N1Cc1ccccc1	2
CC1(C)C(=O)N(Cc2ccccc2)c2ccccc2N1C(=O)c1ccc(Cl)cc1	4

# Quoted from above, two compounds:
molecule	ER stress surv
Cc1cc(C)c(S(=O)(=O)Nc2cc(C(F)(F)F)ccc2Cl)c(C)c1	-1
O=C(Nc1ccc(-c2nc3ccccc3[nH]2)cc1)c1cccc(Br)c1	3

# (more compounds)
molecule	ER stress surv
O=C(Nc1ccc(Cl)cc1)Nc1ccc(Br)cc1	7
Cc1cc(Br)ccc1NC(=O)c1ccccc1	-3
Cc1cccc(N2C(=O)c3cccc4c(N5CCOCC5)ccc(c34)C2=O)c1	10
Cc1ccc(NCC(O)COc2ccc(OCC(O)CNc3ccc(C)cc3C)cc2)c(C)c1 (stereo unspecified)	0
CCOc1ccc(C(=O)Nc2cc(C(=O)OC)cc(C(=O)OC)c2)cc1[N+](=O)[O-]	-10
Clc1ccc(-c2ccc(/C=C\c3nc4ccccc4o3)o2)cc1	7
CC1=NN(c2ccccc2)C(=O)C1C=C1C(=O)c2ccccc2C1=O (stereo unspecified)	2
COCC(C)NCc1cccc(Oc2ccccc2)c1 (stereo unspecified)	-2
O=C(N/N=C/c1c(Br)cc(Br)c(O)c1Br)c1ccccc1[N+](=O)[O-]	-2
O=S(=O)(c1ccc(Cl)cc1)N1C(=S)SCC1c1ccccc1 (stereo unspecified)	-1
CCN(CC)C(=O)c1c(NC(=O)c2cccc(C)c2)sc2c1CCCCC2	-2
COC(=O)c1ccc(Oc2cc(C)nc(-n3nc(C)cc3C)n2)cc1	-2

# Filtered by structure: those above with a thiophene ring, fused or not (7)
molecule	ER stress surv
CCOC(=O)c1c(-c2ccc(C)cc2)csc1NC(=S)NC(C)=O	1
O=C1CC(c2ccccc2Cl)CC2=C1C(c1cccs1)Nc1ccccc1N2 (stereo unspecified)	-1
Cc1ccccc1NC(=O)c1c(NC(=O)c2cccc(Cl)c2)sc2c1CCCC2	6
O=C(CCCSc1nc2sc3c(c2c(=O)[nH]1)CCCC3)NCCO	5
COc1ccc(CC(=O)Nc2sc3c(c2C#N)CCCC3)cc1OC	2
O=C(/C=C/Nc1cc(Cl)ccc1O)c1cccs1	-2
CCN(CC)C(=O)c1c(NC(=O)c2cccc(C)c2)sc2c1CCCCC2	-2

# The results go on:
molecule	ER stress surv
O=C(NCc1ccco1)c1c(Cl)cccc1Cl	0
O=c1ccc(-c2nc3ccccc3[nH]2)n[nH]1	-2
COc1cc(/C=C2\SC(=S)N(NC(=O)c3ccncc3)C2=O)ccc1OCc1ccccc1Cl	8
CC(C)CC(=O)NS(=O)(=O)c1ccc(NC(=O)c2ccccc2Cl)cc1	0
CCN(CC)c1ccc(/C=N\NC(=O)c2cc(C(C)(C)C)[nH]n2)cc1	16
CCOc1ccc(NCC(=O)N/N=C/c2cccc([N+](=O)[O-])c2)cc1	8
CCOc1ccc(N(CC(=O)Nc2ccc(C)c(C)c2)S(C)(=O)=O)cc1	4
Cc1sc(NC(=O)CCN2C(=O)c3ccccc3C2=O)nc1-c1ccccc1	9
CN1C(=O)NC(=O)/C(=C/c2cc(Cl)ccc2O)C1=O	-7
Cc1ccc(S(=O)(=O)OCP(=O)(c2ccccc2)c2ccccc2)cc1	-2
O=C(Nc1ccc(N2CCOCC2)cc1)c1sc2ccccc2c1Cl	9
O=C1C(Nc2ccccc2)=CC(c2ccccc2Cl)N1c1ccccc1 (stereo unspecified)	4

# (cont.)
structure | ER stress surv
Cc1ccc(S(=O)(=O)N2CCN(c3ccc([N+](=O)[O-])c(N4CCOCC4)c3)CC2)cc1 | 2
Cc1ccc(S(=O)(=O)Nc2ccccc2/C=N/n2cnnc2)cc1 | 2
CCCCOc1ccc(NC(=O)Nc2cc(F)c(F)cc2Cl)cc1 | 3
O=c1/c(=C\c2ccc(OCc3ccc(Cl)cc3Cl)cc2)sc2nc3ccccc3n12 | 0
O=C(N/N=C/C(Br)=C\c1ccccc1)c1ccccn1 | -4
CCOC(=O)c1c(C)nn(Cc2ccccc2)c1N | -1
CC(C)CNC(=O)c1cccc(NC(=O)CN2C(=O)c3ccccc3C2=O)c1 | -2
CCc1ccc(/C=C2\C(=O)NN(c3ccccc3)C2=O)cc1 | -2

# New compounds follow
structure | ER stress surv
O=C(CSc1nnc2n(Cc3ccccc3)c(=O)c3c4c(sc3n12)CCCC4)c1ccccc1 | 8
COC(=O)c1ccccc1NC(=O)c1cc(-c2ccccc2)nc2ccccc12 | 6
CC1=NN(C(=O)OC(C)(C)C)C(O)(c2ccc(Br)cc2)C1 (stereo unspecified) | -1
Cc1cc2nc(SCc3ccc(Cl)cc3)nc(C)c2cc1C | 5
CCOC(=O)c1ccccc1NC(=O)CN(c1cccc([N+](=O)[O-])c1)S(=O)(=O)c1ccccc1 | 6
Cc1nnc(SCC(=O)Nc2ccc(/C=C/c3ccccc3)cc2)s1 | 2
CN(CCN(C)/N=C/c1cc(Cl)ccc1O)/N=C/c1cc(Cl)ccc1O | 17
COc1cc(-c2nc(-c3ccccc3)c(-c3ccccc3)[nH]2)cc(OC)c1OC | 6

# (next part)
structure | ER stress surv
CCOC(=O)c1c(NC(=O)c2cc(OC)c(OC)c(OC)c2)sc(C(=O)Nc2ccccc2C(F)(F)F)c1C | -4
CC1=Nc2cc([N+](=O)[O-])ccc2NC(=O)C1 | 0
O=C1C2C(C(=O)N1c1ccc(Br)cc1)C2(c1ccccc1)c1ccccc1 (stereo unspecified) | 0
CC(NC(=O)CN(c1ccc(Cl)cc1)S(C)(=O)=O)c1ccccc1 (stereo unspecified) | 0
CCNC(=O)C(=O)Nc1ccccc1OCC | 12
Cc1ccsc1/C=C1/SC(=S)N(CCCCCC(=O)O)C1=O | 11
COc1cc(NC(=O)c2cccnc2)c(OC)cc1NC(=O)c1cccnc1 | 17
O=C(NC(c1ccccc1)c1ccccc1)c1ccc([N+](=O)[O-])cc1 | 0

# The results go on:
structure | ER stress surv
O=c1nc(-c2ccccc2)c2cc(SC(F)(F)F)ccc2[nH]1 | -1
CONC(=O)c1ccc(C(=O)c2c(C)cc(C)cc2C)cc1 | 16
COc1cc(NC(=O)c2cc(-c3cccs3)nc3ccccc23)c(OC)cc1Cl | -3
CC1=C(C(=O)OC(C)C)C(c2ccccn2)C2=C(CC(C)(C)CC2=O)N1 (stereo unspecified) | 20
Cc1cnn(-c2cc(N/N=C/c3ccc(Br)cc3)ncn2)c1 | 5
O=C(COc1ccc(Cl)cc1Br)NCc1ccco1 | 0
Cc1cc(C)cc(N2C(=O)NC(=O)/C(=C\c3ccc(Br)cc3)C2=O)c1 | 7
COC(=O)c1ccc(/C=C2\SC(=S)N(C(Cc3ccccc3)C(=O)O)C2=O)cc1 (stereo unspecified) | 0

# Further records.
structure | ER stress surv
COc1ccc(C2C(C(=O)OC(C)(C)C)C(=O)CC(C)(O)C2C(=O)OC(C)(C)C)cc1OC (stereo unspecified) | 7
CCOC(=O)/C(=C\Nc1ccc(F)c(F)c1)[N+](=O)[O-] | -1
COc1ccc(OC)c(/C=N/NC(=O)c2cc[n+](Cc3ccccc3)cc2)c1 | -3
C/C(=N\NC(=O)c1cc(C(C)(C)C)[nH]n1)c1ccc2ccccc2c1 | 3
Oc1ccc(/C=N/n2c(-c3ccccc3)n[nH]c2=S)cc1O | 3
N#Cc1ccc(-c2cc(C(=O)O)c3c(ccc4ccccc43)n2)cc1 | -5
CCN(CC)S(=O)(=O)c1cc(C(=O)Nc2cccc(C(=O)O)c2)ccc1Cl | -8
CCOCCOC(=O)C1=C(C)NC2=C(C(=O)CCC2)C1c1coc2ccc(C)cc2c1=O (stereo unspecified) | 3

# (next part)
structure | ER stress surv
C#CCSc1nc2ccccc2c(=O)[nH]1 | 7
O=c1c(=Nc2nn[nH]n2)c(=O)c2ccccc12 | 21
COc1cc(NC(=O)c2ccccc2Br)ccc1NC(=O)c1ccco1 | 4
CC(=C\c1ccccc1)/C=C1/SC(=S)N(c2cccc(Cl)c2)C1=O | 4
CCOc1ccc(C2N(Cc3ccccc3)CCN2Cc2ccccc2)cc1 | 2
CN1C(=O)/C(=C\c2cn(Cc3ccc(Cl)cc3Cl)nc2-c2ccccc2)SC1=S | 9
CN(C)c1ccc(/C=C/C(=O)c2ccc(Br)cc2)o1 | 56*
CCCC(=O)c1ccc(N2CCN(C(=O)c3ccc(F)cc3)CC2)c(F)c1 | -4

# The listing continues:
structure | ER stress surv
CC(=O)Nc1ccc(-c2cc(NC(C)=O)n(C)n2)cc1 | -2
CC1=CC(C)C2(COC(c3ccc[n+](C)c3)OC2)C(C)C1 (stereo unspecified) | 1
COC(=O)c1ccccc1NC(=O)c1cc([N+](=O)[O-])ccc1Cl | 13
CCOc1ccccc1CN1CCN(Cc2cc(Br)ccc2O)CC1 | -4
